From PubChem BioAssay
SW480 rerep: inducers of DNA re-replication in SW480 colon cancer cells | actives 1.8% (n = 340,000) | SW480 DNA re-replication, Hoechst DNA content imaging, 48 h | Potency, µM (series often up to 46.1 µM), without a hit: at the top dose re-replication activation, most hits filed as activators; note: potency is the fitted concentration of half-maximal effect; % of control where 0% means no effect; nearly all actives have a fitted effect of over 55% in size
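First, 250 cells per well were seeded. Next, compound or vehicle (23 nL) was pinned in, plates sat 48 hr at 37 C. Finally Hoechst was added for 40 min before fluorescence scanning.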
MCF10A rerep: induces DNA re-replication in MCF 10a normal breast cells. MCF 10A DNA re-replication, Hoechst nuclear intensity, 48 h. Potency, µM (highest dose often 46.1 µM), inactives show top-dose activity, positive = re-replication, most hits filed as activators. actives 2.9% (n = 350,000). AID 624296; note: potency is the fitted concentration of half-maximal effect; % of control where 0% means no effect; nearly all actives have a fitted effect of over 50% in size
HT1080NT lethal: kills 2HG-producing HT-1080-NT fibrosarcoma cells; HT-1080-NT fibrosarcoma viability, CellTiter-Glo ATP luminescence, 48 h; Potency, µM (titrated, usually from 46.1 µM), for inactives: at the highest dose activity, negative = less viability, usual class: cytotoxic; actives 1.6% (n = 360,000); AID 686970;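 note: NT is the 2HG producing partner of a matched IDH1 knockdown line; potency is the fitted concentration of half-maximal effect; 0% = DMSO-treated cells and -100% = media-only wells without cells; nearly all actives have a fitted effect of over 55% in size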
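Viability of the 2HG-overproducing fibrosarcoma line after 48 hours of compound exposure at 37 degrees C was determined by luminescence with CellTiter-Glo, and concentration-effect curves were then fitted and categorized.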
HepG2 viability: counter-screen for TGF-b inhibitors: cytotoxicity in HepG2 cells | AID 588856 | Potency, µM (top dose mostly 46.1 µM), without a hit: at the highest dose activity change, negative = cytotoxicity, usual class: cytotoxic | actives 0.76% (n = 410,000) | HepG2 CAGA-GFP viability, ATP luminescence, 18 h; note: potency is the fitted concentration of half-maximal effect; some results filed as inactive show a strong effect at the top dose
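CellTiter-Glo luminescence gave cytotoxicity after 18 hours at 37 degrees C. The cells were HepG2 CAGA-GFP in 1% FBS DMEM, stimulated with 500 pg/mL TGF-beta after compound addition. %Activity was normalised to no-cell wells (complete cell-killing) and DMSO (no toxicity), and curves were fitted and classified.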
IL-1B inflam inh: blocks inflammasome-driven IL-1 beta release. THP-1 LPS/ATP IL-1B secretion, AlphaLISA, 16 h; hits give low values. activity change, % at 57.5 µM. actives 4.7% (n = 360,000); in the data active = activity change below about -50%; inconclusive = mostly about -30% to -49%; note: % is set by controls: 0 for no effect and ±100 for the full control effect
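THP-1 cells pretreated 1 hr with compounds (up to 57.5 uM final), then stimulated with LPS (250 ng/mL final) plus ATP (1.25 mM final); secreted IL-1B measured by AlphaLISA after 16 hr, decreased signal indicating inhibition.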
S2 tox: viability counter-screen for ATXN expression inhibitors; S2 cells (HEK-293 line with an ATXN2-luciferase reporter) viability, CellTiter-Fluor protease fluorescence, 24 h; Potency, µM (series often up to 56.7 µM), hits mostly cytotoxic; actives 0.49% (n = 400,000); AID 651635; note: potency is the fitted concentration of half-maximal effect; nearly all actives have a fitted effect of over 40% in size
KB-3-1 tox: kills parental KB-3-1 adenocarcinoma cells; KB-3-1 viability, CellTiter-Glo ATP luminescence, 72 h; actives 1.4% (n = 400,000); Potency, µM (doses to about 46.1 µM), for inactives: at the top dose activity change, negative = cytotoxic, usual class: cytotoxic; note: potency is the fitted concentration of half-maximal effect; % is set by controls: 0 for no effect and ±100 for the full control effect; nearly all actives have a fitted effect of over 60% in size
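Parental KB-3-1 viability, qHTS format: 72 h compound exposure, 37 °C; CellTiter-Glo; media-only wells and DMSO plates as controls; concentration-effect fits on corrected data.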
ATXN2 expr inh: ATXN2 expression inhibition; HEK-293 ATXN2-luciferase reporter, luminescence, 24 h; Potency, µM (top dose mostly 57 µM), for inactives: at the top dose activity change, negative = inhibition, actives largely listed as inhibitors; actives 0.72% (n = 360,000); AID 1745845; note: potency is the fitted concentration of half-maximal effect; % is set by controls: 0 for no effect and ±100 for the full control effect; nearly all actives have a fitted effect of over 55% in size
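ATXN2-luciferase reporter cells (luciferase flanked by upstream and downstream ATXN2 gene portions) were treated 24 h at 37 °C with compounds at up to 57 uM. SteadyGlo luminescence gave expression; GF-AFC fluorescence gave viability.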
HT1080 IDH1KD tx: kills HT-1080 cells with IDH1 knockdown | HT-1080 IDH1 knockdown viability, ATP luminescence, 48 h | actives 2% (n = 360,000) | Potency, µM (top dose mostly 46.1 µM), without a hit: at the top dose activity, negative = toxicity, hits mostly cytotoxic;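 note: potency is the fitted concentration of half-maximal effect; 0% = DMSO wells and -100% = cell-free medium wells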
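Viability of IDH1-knockdown HT-1080 fibrosarcoma cells was assessed by CellTiter-Glo after 48 h at 37 °C with titrated compound; concentration-effect curves were classified by fit quality and response size.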
Starred values were filed as active, the others as inactive; i = inactive; ? = inconclusive; . = not tested or not shown; [ ] = another dose, or the depositor's remark. Unless noted, calls come from the whole dose curve; as a rule, active = well fitted curve in the direction sought with a large enough effect; inconclusive = small, poorly fitted or top-dose-only effect, or another doubt; inactive = no such curve, though single readings can be large; an effect the other way counts as inactive or inconclusive. Rows are unselected; overall some 8.9% were active at least once.

Under each structure: SW480 rerep | MCF10A rerep | HT1080NT lethal | HepG2 viability | IL-1B inflam inh | S2 tox | KB-3-1 tox | ATXN2 expr inh | HT1080 IDH1KD tx
Cc1ccc(N(C)S(=O)(=O)c2ccc(C)cc2)cc1
→ -12.7% | 1.6% | 3.6% | -0.8% | -2.0 | i | -7.3% | -9.4% | -0.4%
O=C(CSc1nnc(-c2ccc(F)cc2)c2ccccc12)NCC1CCCO1 (stereo unspecified)
→ 4.2% | -4.3% | 1.7% | -15.3% | 0.0 | i | -5.9% | -3.3% | -3.2%
C/C(N)=C(/C#N)C(=O)COC(=O)CNS(=O)(=O)c1c(F)cccc1F
→ 9.2% | 0.0% | -11.9% | -0.4% | -2.0 | i | -7.6% | . | 0.2%
CC1C(=O)N(Cc2cn(CC3CCCCC3)nn2)CCS(=O)(=O)N1Cc1ccc(-c2cccc(N(C)C)c2)cc1 (stereo unspecified)
→ . | . | -17.4% | -24.0% | 0.0 | i | -15.4% | -20.1% | -17.4%
O=C(O)CN1C(=O)/C(=C\c2cccc(OCc3ccccc3F)c2)SC1=S
→ 28.7% | ? | -25.2% | -9.8% | -10.4 | i | 0.9% | 33.9% | -21.3%
Cc1cccc(NC(=O)c2c(C)nc3ccccn23)c1
→ 6.9% | 17.7% | -1.8% | 0.5% | -3.7 | i | 6.1% | 40.9%[activator] | -0.6%
CCOc1ccc(NC(=O)CCCCn2c(=O)[nH]c3ccsc3c2=O)cc1
→ -7.6% | 1.4% | 4.4% | -5.9% | 50.7 | i | 0.1% | 4.1% | 8.0%
N/C(=N\OC(=O)COc1ccccc1Cl)c1ccc(Cl)cc1
→ -4.5% | 0.6% | 6.5% | 9.9% | -7.8 | i | 14.9% | 36.8%[activator] | -0.8%
CCC(=O)N1N=C(c2cccs2)CC1c1ccc(OC)cc1 (stereo unspecified)
→ 0.6% | 4.6% | 4.4% | -0.8% | -0.5 | i | ? | . | 6.5%
NS(=O)(=O)c1cccc(NC(=O)CSc2nc3nc(-c4cccs4)cc(C(F)(F)F)c3c(=O)[nH]2)c1
→ 4.9% | ? | -21.8% | -10.5% | -9.0 | i | 23.0% | -5.1% | -18.1%
O=C(NCCc1cccc(F)c1)C1CCCN(c2nc3ccccc3s2)C1 (stereo unspecified)
→ 21.4% | 13.5% | -3.7% | -11.3% | -6.1 | i | -14.1% | -15.9% | -2.9%
Cc1ccc(S(=O)(=O)N2CCOCC2)cc1C(=O)NC(=S)N1CC(C)CC(C)C1 (stereo unspecified)
→ 3.6% | -9.9% | -6.0% | -18.7% | -11.9 | i | 10.0% | -17.6% | 1.3%
Cc1oc2cc(OCC(=O)O)ccc2c(=O)c1Oc1ccccc1
→ 0.0% | 26.4% | 4.8% | 4.0% | 28.6 | i | 5.1% | 4.0% | ?
C=CC[C@H](CC(=O)NCCO)C(=O)N[C@H](COC(=O)[C@@H](CC=C)CC(=O)OC(C)(C)C)Cc1c[nH]c2ccccc12
→ -3.1% | 2.0% | 0.0% | -30.2% | 0.1 | i | 19.0% | 5.6% | 2.1%
COCCn1c(SCC(=O)Nc2nnc(C)s2)nnc1-c1ccncc1
→ -12.2% | 1.2% | 15.2% | 14.7% | 21.6 | i | 15.4% | 7.9% | -2.3%

Overlap with the part before: six entries, then new ones.
Under each structure: SW480 rerep | MCF10A rerep | HT1080NT lethal | HepG2 viability | IL-1B inflam inh | S2 tox | KB-3-1 tox | ATXN2 expr inh | HT1080 IDH1KD tx
NS(=O)(=O)c1cccc(NC(=O)CSc2nc3nc(-c4cccs4)cc(C(F)(F)F)c3c(=O)[nH]2)c1
→ 4.9% | ? | -21.8% | -10.5% | -9.0 | i | 23.0% | -5.1% | -18.1%
O=C(NCCc1cccc(F)c1)C1CCCN(c2nc3ccccc3s2)C1 (stereo unspecified)
→ 21.4% | 13.5% | -3.7% | -11.3% | -6.1 | i | -14.1% | -15.9% | -2.9%
Cc1ccc(S(=O)(=O)N2CCOCC2)cc1C(=O)NC(=S)N1CC(C)CC(C)C1 (stereo unspecified)
→ 3.6% | -9.9% | -6.0% | -18.7% | -11.9 | i | 10.0% | -17.6% | 1.3%
Cc1oc2cc(OCC(=O)O)ccc2c(=O)c1Oc1ccccc1
→ 0.0% | 26.4% | 4.8% | 4.0% | 28.6 | i | 5.1% | 4.0% | ?
C=CC[C@H](CC(=O)NCCO)C(=O)N[C@H](COC(=O)[C@@H](CC=C)CC(=O)OC(C)(C)C)Cc1c[nH]c2ccccc12
→ -3.1% | 2.0% | 0.0% | -30.2% | 0.1 | i | 19.0% | 5.6% | 2.1%
COCCn1c(SCC(=O)Nc2nnc(C)s2)nnc1-c1ccncc1
→ -12.2% | 1.2% | 15.2% | 14.7% | 21.6 | i | 15.4% | 7.9% | -2.3%
O=C(Cn1nnc2ccccc21)c1cccc([N+](=O)[O-])c1
→ -63.2%[inhibitor] | 0.8% | 9.8% | -8.8% | 0.0 | i | 14.0% | 7.0% | 13.8%
COc1cc(/C=N\NC(=O)c2cccc(Cl)c2)ccc1Oc1ccc([N+](=O)[O-])cn1
→ 20.6µM* | ? | ? | 1.5% | . | i | 4.2% | -7.0% | ?
COc1ccccc1C1C(C(=O)NCc2ccccc2)=C(C)Nc2ncnn21 (stereo unspecified)
→ -1.0% | 323.0%[0.0737 µM] | 3.5% | -0.7% | 0.3 | i | 6.3% | 10.2% | 18.2%
COC(=O)N(NC(=O)C(O)(CCC(C)C)CCC(C)C)c1ccccc1
→ -3.7% | -1.2% | -1.0% | -0.8% | -10.8 | i | 9.7% | 1.5% | -0.2%
CC(C)(C)C1CCC(=NNC(=S)NCc2ccccc2)CC1 (stereo unspecified)
→ ? | 12.5% | 9.3% | 5.6% | -7.8 | i | -5.3% | -26.0% | 5.1%
Cc1cccc(NC(=O)c2nc[nH]c2C(=O)N2CCC(C)CC2)c1
→ -19.9% | 5.0% | 0.1% | -18.0% | -13.4 | ? | 10.3% | -0.3% | 8.0%
CNC(=S)NNC(=O)COc1ccccc1C
→ ? | -15.2% | ? | 1.4% | ? | i | -5.5% | 4.0% | 0.0%
CC[C@]12c3[nH]c4cc(-c5ccco5)ccc4c3CCN1C(=O)[C@@H](CC(=O)NCCN1CCOCC1)C[C@@H]2C(=O)N1CCN(C(=O)c2ccco2)CC1
→ 1.2% | -4.5% | 6.8% | 5.1% | -1.1 | i | 3.0% | 10.9% | 3.6%
CCc1ccc(CCC(=O)Nc2ccc(OC)cc2)o1
→ -2.1% | -0.9% | -27.2% | -34.6% | 11.6 | i | 5.7% | 17.9% | ?
O=C(O)c1c(Cl)cccc1Cl
→ 0.6% | -17.1% | ? | -12.3% | 9.5 | i | 0.0% | 6.7% | 2.9%
CCCCn1nnnc1C(c1cc2ccccc2o1)N1CCCN(C(=O)OC(C)(C)C)CC1 (stereo unspecified)
→ . | . | ? | . | -18.8 | ? | -5.3% | -23.9% | -27.7%
Cc1ccc(N2C(=O)N(c3ccc(C)cc3)C3CS(=O)(=O)CC32)cc1 (stereo unspecified)
→ -6.0%[1.84 µM] | ? | 5.2% | 3.2% | 19.4 | i | -8.2% | -3.7% | 6.5%
NNc1ccc2nnc(C(F)(F)C(F)(F)C(F)(F)F)n2n1
→ 1.8% | 0.0% | 15.6% | -38.8% | 13.8 | i | 6.4% | -6.9% | 12.6%
COCCCNC(=O)CC(NCCCOC)C(=O)O (stereo unspecified)
→ 2.7% | -0.6% | 14.6% | -19.7% | 7.7 | i | 10.6% | 10.6% | 11.8%
O=C(COc1ccc(Cl)cc1)Nc1cnn(Cc2c(Cl)cccc2Cl)c1
→ 0.9% | -13.5% | -20.8% | -9.9% | 21.4 | i | -1.5% | -10.6% | -26.1%
CC1(C)OC2CC3C4CC=C5CC(O)CCC5(C)C4CCC3(C)C2(C(=O)CO)O1 (stereo unspecified)
→ 13.4% | -20.2% | 1.0% | -28.1% | 19.3 | i | -1.4% | 8.7% | -0.6%
CCN1C(=O)/C(=C\c2cccs2)C(C(=O)OC)=C1C
→ -9.0% | 3.1% | -20.4% | 2.0% | -27.9 | i | 7.9% | -0.7% | -9.3%[9.24 µM]
COc1ccc2[nH]c(C(=O)N3CCN(C)CC3)c(C)c2c1
→ -0.4% | -1.4% | 9.5% | -4.2% | 3.9 | i | 4.7% | 37.4% | 14.3%
CCOC(=O)c1ccc(COC(=O)c2cc(=O)[nH]c3ccccc23)o1
→ -4.4% | -3.2% | 0.9% | -1.3% | -68.1* | i | 29.8% | 5.5% | 2.9%
O=C(NC(=S)Nc1cc([N+](=O)[O-])ccc1O)C1CC1
→ -21.4% | 0.1% | 27.5% | -12.2% | 11.0 | ? | -13.6% | 19.6% | -5.4%
CC(C)C[C@H]1CN=C(Nc2ccccc2)N1CCCCc1ccccc1
→ -2.3% | 0.2% | -17.7% | -37.1% | -11.3 | ? | -1.1% | -26.8% | -6.8%
CCC1CCCCN1C(=O)c1cc2cc(Br)ccc2oc1=O (stereo unspecified)
→ -7.5% | 13.0% | 14.4% | 2.4% | 28.3 | i | 0.1% | -1.3% | 9.2%
O=C(Cn1c(=O)[nH]c2ccsc2c1=O)N1CCN(c2ccc(F)cc2)CC1
→ -6.9% | -1.5% | -12.8% | -12.1% | 2.6 | i | 9.9% | -0.6% | -10.9%
COC(=O)[C@@]1(C)[C@H]2C(=O)N(C)C(=O)[C@H]2[C@H]2CN=C(SCc3ccccc3)N21
→ ? | -0.7% | 19.5% | 4.1% | -7.0 | i | 0.9% | 8.5% | 16.4%
Cc1cccc(N=C2NC(=O)/C(=C\c3cccs3)S2)c1
→ ? | ? | -9.7% | 5.5% | -5.6 | i | 7.6% | 81.7%[activator] | -11.7%
